Source: PubChem
PAFAH1B2 FP inh: blocks human PAF acetylhydrolase 1b catalytic subunit 2. P68402. actives 1.2% (n = 340,000). recombinant PAFAH1B2, FP-rhodamine activity probe, fluorescence polarization. inhibition, % at 3.39 µM;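 active = inhibition above the mean of all tested compounds plus 3 SD, cut at about 24% in these data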;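 note: 0% = enzyme with DMSO and 100% = wells lacking PAFAH1B2; many of its hits are not listed in these tables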
pPAFAH inh: inhibitors of human plasma PAF acetylhydrolase (pPAFAH); Q13093; recombinant pPAFAH, FP-rhodamine probe fluorescence polarization; inhibition, % at 3.39 µM; actives 1.5% (n = 330,000);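 active = inhibition above the mean inhibition across the screen plus 3 SD, cut at about 25% in these data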;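 note: inhibitors block binding of the rhodamine activity-based probe so polarization drops; 0% = enzyme with DMSO and 100% = wells lacking pPAFAH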
Target sequence (Q13093 whole entry, looked up): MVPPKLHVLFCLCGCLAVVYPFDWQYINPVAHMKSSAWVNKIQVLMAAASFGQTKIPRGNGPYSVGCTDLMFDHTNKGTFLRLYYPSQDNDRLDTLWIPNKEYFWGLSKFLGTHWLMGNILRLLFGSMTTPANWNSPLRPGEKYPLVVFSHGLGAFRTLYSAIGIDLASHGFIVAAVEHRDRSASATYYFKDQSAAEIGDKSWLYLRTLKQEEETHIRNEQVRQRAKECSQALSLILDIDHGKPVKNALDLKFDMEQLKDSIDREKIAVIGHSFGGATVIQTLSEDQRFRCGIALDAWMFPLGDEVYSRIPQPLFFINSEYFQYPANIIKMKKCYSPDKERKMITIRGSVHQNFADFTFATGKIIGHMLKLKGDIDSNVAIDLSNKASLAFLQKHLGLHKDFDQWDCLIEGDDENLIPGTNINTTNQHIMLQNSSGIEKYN
PME-1 inh: PME-1 (human) inhibition. recombinant PME-1, FP-Rh probe fluorescence polarization. inhibition, % at 5.9 µM. actives 0.53% (n = 320,000). AID 2130;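 active = inhibition above the campaign mean of all compounds plus 3 SD, cut at about 26% in these data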;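 note: competitive labeling of PME-1 active site by serine hydrolase directed probe; 0% = PME-1 with DMSO and 100% = wells lacking PME-1 enzyme; inhibitors block probe labeling so polarization falls and inhibition rises; many of its hits are not listed in these tables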
Target sequence (Q9Y570 whole entry, looked up): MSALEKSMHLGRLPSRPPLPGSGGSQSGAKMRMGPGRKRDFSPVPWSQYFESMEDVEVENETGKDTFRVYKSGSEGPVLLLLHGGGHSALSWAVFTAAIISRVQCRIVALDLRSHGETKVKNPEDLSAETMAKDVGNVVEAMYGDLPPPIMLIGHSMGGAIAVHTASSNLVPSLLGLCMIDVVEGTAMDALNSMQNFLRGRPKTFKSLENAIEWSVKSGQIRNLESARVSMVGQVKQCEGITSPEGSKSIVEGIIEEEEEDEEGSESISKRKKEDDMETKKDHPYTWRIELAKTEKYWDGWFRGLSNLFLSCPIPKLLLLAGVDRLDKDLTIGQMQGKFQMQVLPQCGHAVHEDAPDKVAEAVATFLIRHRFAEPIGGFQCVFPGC
PAFAH2 inh: inhibitors of human PAFAH2. Q99487. recombinant PAFAH2, FP-rhodamine activity probe, fluorescence polarization. inhibition, % at 3.39 µM. actives 0.99% (n = 340,000);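 active = inhibition above the mean over all tested compounds plus 3 SD, cut at about 30% in these data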;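 note: inhibitors block probe labeling of enzyme so polarization drops; 0% = enzyme with DMSO and 100% = wells lacking PAFAH2 protein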
GSTO1 counter: counter-screen for RBBP9 inhibitors: inhibitors of human GSTO1. AID 1974. recombinant GSTO1, activity-based probe fluorescence polarization. P78417. inhibition, % at 5.96 µM. actives 1.1% (n = 300,000);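 active = inhibition above the campaign mean inhibition plus 3 SD, cut at about 35% in these data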;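 note: 0% = GSTO1-1 with DMSO and 100% = wells lacking GSTO1-1 enzyme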
PAFAH1B3 inh: inhibitors of human PAFAH1B3. recombinant PAFAH1B3, FP-rhodamine probe, fluorescence polarization. inhibition, % at 3.39 µM. actives 0.28% (n = 340,000). AID 492972;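 active = inhibition above the screen-wide average of all tested compounds plus 3 SD, cut at about 25% in these data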;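 note: 0% = enzyme with DMSO only and 100% = wells lacking PAFAH1B3 protein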
Fam108B counter: counter-screen for RBBP9 inhibitors: inhibitors of mouse Fam108B; recombinant Fam108B, FP-Rh probe fluorescence polarization; inhibition, % at 9.51 µM; actives 0.33% (n = 300,000);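 active = inhibition above the screen mean inhibition plus 3 SD, computed separately per campaign, cut at about 18% in these data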;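 note: inhibitors lower polarization as less probe binds the enzyme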
PAD4 FP inh: PAD4 (human) enzyme inhibition. recombinant PAD4, RCA probe fluorescence polarization. actives 0.41% (n = 330,000). inhibition, % at 6.36 µM;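 active = percent inhibition above a cutoff equal to the mean of all tested compounds plus 3 SD, cut at about 15% in these data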;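 note: 0% = PAD4 with RCA probe and DMSO and 100% = probe without PAD4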
LYPLA1 counter: LYPLA1 (human) inhibition in PME1 counter-screen; recombinant LYPLA1, FP-Rh probe fluorescence polarization; inhibition, % at 5.9 µM; actives 0.16% (n = 320,000);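 active = inhibition above the mean of all tested compounds plus 3 SD, set per campaign, cut at about 14% in these data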;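 note: inhibitors block serine hydrolase probe labeling of LYPLA1 so polarization falls; 0% = enzyme with DMSO and 100% = wells lacking LYPLA1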
Target sequence (O75608 whole entry, looked up): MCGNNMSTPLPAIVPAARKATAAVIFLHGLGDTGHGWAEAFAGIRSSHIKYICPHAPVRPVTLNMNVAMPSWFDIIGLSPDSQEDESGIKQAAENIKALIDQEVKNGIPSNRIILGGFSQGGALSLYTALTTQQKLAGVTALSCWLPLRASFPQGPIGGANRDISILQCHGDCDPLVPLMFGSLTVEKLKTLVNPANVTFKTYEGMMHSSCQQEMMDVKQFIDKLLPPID
* = called active by the depositor; x = no result given.

Short forms – A = PAFAH1B2 FP inh; B = pPAFAH inh; C = PME-1 inh; D = PAFAH2 inh; E = GSTO1 counter; F = PAFAH1B3 inh; G = Fam108B counter; H = PAD4 FP inh; I = LYPLA1 counter
> O=C(Nc1cc(S(=O)(=O)N2CCOCC2)ccc1N1CCCCC1)c1ccccc1
  A: -1	B: 4	C: 0	D: 2	E: x	F: 0	G: x	H: 1	I: 2
> CN(C)c1cc(N)c2ccccc2n1 (tested in a mixture with another compound)
  A: 2	B: -3	C: -2	D: 6	E: 5	F: 6	G: 3	H: -2	I: 1
> NC(=O)C1(N2CCCCC2)CCN(C2CC(=O)N(CCc3ccccc3)C2=O)CC1 (centres undefined)
  A: -4	B: 5	C: 1	D: 2	E: -5	F: -3	G: -2	H: 4	I: -3
> CC(CNC(=O)CN1C(=O)c2cccnc2Oc2ccc(Cl)cc21)c1ccccc1 (centres undefined)
  A: 1	B: 3	C: 4	D: 5	E: 5	F: 5	G: 2	H: -1	I: -6
> COCCN(C(=O)COC(=O)c1ccc(C=O)cc1)c1c(N)n(Cc2ccccc2)c(=O)[nH]c1=O
  A: 4	B: -1	C: -8	D: -2	E: 2	F: 2	G: -8	H: -8	I: -3
> CCOc1ccc([C@@H]2CC=C(C(=O)O)[C@H](c3cccc(Cl)c3)N2S(=O)(=O)c2ccc(C)cc2)cc1
  A: 19	B: 6	C: -3	D: 3	E: 4	F: 3	G: 2	H: -1	I: -2
> COCCn1cnc2c1c(=O)n(CC(=O)OCC(=O)NCC(F)(F)F)c(=O)n2Cc1ccccc1
  A: -2	B: -1	C: 4	D: -6	E: 0	F: -3	G: 5	H: 4	I: 2
> CC(C)(C)C1CCC(OCC(O)CN2CCN(Cc3ccccc3)CC2)CC1 (centres undefined)
  A: 4	B: 0	C: 5	D: -3	E: 6	F: 7	G: 1	H: 1	I: 4
> COc1ccc(-n2cc(CNC3CCOCC3)c(-c3cccc(F)c3)n2)cc1
  A: 0	B: 0	C: 1	D: -7	E: 8	F: 4	G: 2	H: -1	I: 1
> CC1Cc2nc(SCC(=O)Nc3ccc(F)cc3F)n(C)c(=O)c2S1 (centres undefined)
  A: -3	B: -3	C: -1	D: 2	E: 10	F: 1	G: 3	H: 2	I: -2

Exported with tabs: 5 of the compounds above.
molecule	PAFAH1B2 FP inh	pPAFAH inh	PME-1 inh	PAFAH2 inh	GSTO1 counter	PAFAH1B3 inh	Fam108B counter	PAD4 FP inh	LYPLA1 counter
COc1ccc(-n2cc(CNC3CCOCC3)c(-c3cccc(F)c3)n2)cc1	0	0	1	-7	8	4	2	-1	1
CC1Cc2nc(SCC(=O)Nc3ccc(F)cc3F)n(C)c(=O)c2S1 (centres undefined)	-3	-3	-1	2	10	1	3	2	-2
COCCN(C(=O)COC(=O)c1ccc(C=O)cc1)c1c(N)n(Cc2ccccc2)c(=O)[nH]c1=O	4	-1	-8	-2	2	2	-8	-8	-3
COCCn1cnc2c1c(=O)n(CC(=O)OCC(=O)NCC(F)(F)F)c(=O)n2Cc1ccccc1	-2	-1	4	-6	0	-3	5	4	2
NC(=O)C1(N2CCCCC2)CCN(C2CC(=O)N(CCc3ccccc3)C2=O)CC1 (centres undefined)	-4	5	1	2	-5	-3	-2	4	-3

Returning to the listing, starting three compounds before the break.
Short forms – A = PAFAH1B2 FP inh; B = pPAFAH inh; C = PME-1 inh; D = PAFAH2 inh; E = GSTO1 counter; F = PAFAH1B3 inh; G = Fam108B counter; H = PAD4 FP inh; I = LYPLA1 counter
> CC(C)(C)C1CCC(OCC(O)CN2CCN(Cc3ccccc3)CC2)CC1 (centres undefined)
  A: 4	B: 0	C: 5	D: -3	E: 6	F: 7	G: 1	H: 1	I: 4
> COc1ccc(-n2cc(CNC3CCOCC3)c(-c3cccc(F)c3)n2)cc1
  A: 0	B: 0	C: 1	D: -7	E: 8	F: 4	G: 2	H: -1	I: 1
> CC1Cc2nc(SCC(=O)Nc3ccc(F)cc3F)n(C)c(=O)c2S1 (centres undefined)
  A: -3	B: -3	C: -1	D: 2	E: 10	F: 1	G: 3	H: 2	I: -2
> N#CCCn1c(=O)n(CCC#N)c2ccccc21
  A: x	B: -1	C: 6	D: x	E: 2	F: x	G: 7	H: 3	I: 2
> O=c1c2ccccc2[nH]c(=S)n1Cc1ccccc1Cl
  A: 0	B: 0	C: 0	D: 1	E: 5	F: 6	G: -1	H: 0	I: -4
> CCCC(=O)N(Cc1cc2cc(C)ccc2[nH]c1=O)c1ccccc1OC
  A: -2	B: 10	C: -3	D: -3	E: -1	F: -4	G: -2	H: -4	I: 3
> COc1ccc(C2/C(=C(/O)c3ccc(C)cc3)C(=O)C(=O)N2c2ccccn2)cc1 (centres undefined)
  A: 4	B: 5	C: -3	D: 0	E: 7	F: 3	G: 0	H: 3	I: 2
> COCCNC(=O)c1cn(CCOC)c(=O)c2c1c1ccccc1n2C
  A: 2	B: -5	C: 0	D: 2	E: -3	F: 10	G: 1	H: -1	I: 1
> O=C(Nc1ccc2c(c1)C(=O)OC2)Nc1cccc2ccccc12
  A: -6	B: -6	C: -6	D: -13	E: 3	F: 5	G: -5	H: -6	I: -1
> Cc1nn(-c2ccccc2)c(Cl)c1C(=O)N(C)CC(=O)Nc1cccc(F)c1
  A: -1	B: 4	C: -4	D: -2	E: -6	F: 8	G: -1	H: -5	I: -5
> CCn1c(CNc2ccc(Cl)cc2)nnc1SCC(=O)OC1CCCCC1
  A: 19	B: 8	C: 4	D: 11	E: 9	F: 8	G: 2	H: -5	I: 2
> Cc1nnc(SCCn2c(N3CCCCCC3)nc3c2c(=O)[nH]c(=O)n3C)s1
  A: -2	B: 4	C: 5	D: -12	E: -4	F: 3	G: -2	H: 5	I: 0
> O=C(Nc1ccc(C(F)(F)F)cc1)C1=NN(C2CCS(=O)(=O)C2)C(=O)CC1 (centres undefined)
  A: -1	B: 2	C: -4	D: -5	E: x	F: 6	G: x	H: -4	I: -3
> O=C(OCC(=O)N1CCCCC1)c1cccc(NS(=O)(=O)c2ccccc2)c1
  A: 2	B: 4	C: 4	D: 6	E: 3	F: 6	G: 1	H: 0	I: -2
> COc1ccc(OC)c(S(=O)(=O)N2CCN(C)CC2)c1
  A: 0	B: 6	C: -2	D: 1	E: 7	F: -2	G: 4	H: 2	I: -1
> CCC1=NN(C(=O)C(=O)Nc2ccc(OC)cc2)C(O)(C(F)(F)F)C1 (centres undefined)
  A: 1	B: -2	C: 0	D: 1	E: -3	F: 15	G: 4	H: -7	I: 1
> COc1ccc(-n2nc(C(=O)O)cc2-c2ccccc2)cc1
  A: 2	B: 2	C: 6	D: 1	E: -1	F: -2	G: -2	H: -2	I: -1
> CCCCNC(=O)CCn1c(=O)c2ccccc2n(CC(=O)Nc2ccccc2OCC)c1=O
  A: 0	B: 3	C: -2	D: 2	E: 7	F: -2	G: 4	H: -11	I: 1
> O=c1oc2ccccc2cc1-c1cn2cccnc2n1
  A: -1	B: 2	C: 8	D: 2	E: -3	F: 4	G: -1	H: -5	I: -5
> Cc1cc(N2C(=O)C3CC=CCC3C2=O)no1 (centres undefined)
  A: -1	B: -6	C: -8	D: -4	E: 7	F: 7	G: 1	H: -4	I: -2
> Cc1cccc(N2CCN(C(=O)c3ccc(NS(=O)(=O)c4ccc5[nH]c(=O)[nH]c5c4)cc3)CC2)c1C
  A: -1	B: 13	C: -15	D: -3	E: -35	F: -2	G: -5	H: 0	I: -12
> NS(=O)(=O)c1cc2c(cc1Cl)NC(c1ccccc1OCC(=O)O)NS2(=O)=O (centres undefined)
  A: 7	B: 0	C: -1	D: -5	E: 4	F: -1	G: 0	H: -5	I: 3
> Cc1ccc(S(=O)(=O)NCC(=O)N(CC(=O)NCC2CCCO2)Cc2ccco2)cc1 (centres undefined)
  A: 2	B: 0	C: -8	D: -2	E: 3	F: -2	G: -3	H: -8	I: 0

Looked up above.
Cc1nn(-c2ccccc2)c(Cl)c1C(=O)N(C)CC(=O)Nc1cccc(F)c1 in pPAFAH inh: 4
Cc1nnc(SCCn2c(N3CCCCCC3)nc3c2c(=O)[nH]c(=O)n3C)s1 in GSTO1 counter: -4
COCCn1cnc2c1c(=O)n(CC(=O)OCC(=O)NCC(F)(F)F)c(=O)n2Cc1ccccc1 in pPAFAH inh: -1
NC(=O)C1(N2CCCCC2)CCN(C2CC(=O)N(CCc3ccccc3)C2=O)CC1 (centres undefined) in GSTO1 counter: -5

Additional results.
Fields: PAFAH1B2 FP inh	pPAFAH inh	PME-1 inh	PAFAH2 inh	GSTO1 counter	PAFAH1B3 inh	Fam108B counter	PAD4 FP inh	LYPLA1 counter
- CCN(CC)S(=O)(=O)c1ccc(N/N=C(\C)c2ccncc2)c([N+](=O)[O-])c1
  5	0	8	5	16	3	7	-1	-2
- CC(C)NC(=O)C1CC=CCC1C(=O)O (centres undefined)
  0	3	1	1	-2	6	8	3	-2
- C=CCc1cccc([C@@H]2[C@@H](C)CC[C@H]3C(=O)N4[C@@H](c5cc(OC)c(OC)c(OC)c5)c5[nH]c6ccccc6c5C[C@H]4C(=O)N23)c1
  x	0	-6	x	0	x	-6	0	-13
- CC1CCN=C(N)S1 (centres undefined)
  -4	-2	-4	15	9	8	-1	-8	-2
- COc1ccc(CN(C(=O)c2ccc(-c3ccccc3)[nH]2)C(C(=O)NCC2CCCO2)c2ccc(C)o2)cc1 (centres undefined)
  -1	6	3	-3	0	2	3	8	0
- COc1ccccc1N1CCN(/N=C/c2cc([N+](=O)[O-])ccc2Cl)CC1
  2	1	-3	-12	6	2	-1	3	-1
- Cc1ccc(-c2csc(N/N=C/C=C/c3ccccc3)n2)cc1
  -3	9	0	-3	-11	5	4	-3	-3
- CCCOc1ccc(N2C(=O)CC(NCc3ccc(S(N)(=O)=O)cc3)C2=O)cc1 (centres undefined)
  2	7	-2	4	-1	3	2	0	-3
- CCOC(=O)Cc1nnc(NC(=O)C(CC)Sc2nc(C)cc(C)n2)s1 (centres undefined)
  -3	2	-2	-1	10	-1	3	-1	4
- Cc1cc(Cl)cc(Br)c1OCCCNCC(C)O (centres undefined)
  1	-1	-3	6	1	8	2	5	2
- O=C(COC(=O)c1ccc(Cl)nc1)NC(=O)c1ccc(OC(F)F)cc1
  1	8	-5	0	1	3	-4	0	-3
- Cc1ccc2cccc(OCC(=O)NCCC3=CCCCC3)c2n1
  -2	4	x	10	x	11	x	1	x
- O=C(COC(=O)C1=COCCO1)Nc1cc(S(=O)(=O)N2CCCCC2)ccc1Cl
  2	7	6	57*	-1	7	3	2	-1
- COc1ccc(-n2nc(C(=O)NCC(=O)N3CCN(Cc4ccc5c(c4)OCO5)CC3)c3ccccc3c2=O)cc1OC
  0	-2	-17	-6	13	1	1	2	50*
- O=C(CC1SC(=O)N(c2ccccc2)C1=O)Nc1ccc(Br)cc1 (centres undefined)
  x	32*	-3	x	-49	x	-1	-17	-5
- CC1=CC(C)[C@H](/C=N/n2c(=O)[nH]c3c([nH]c4ccc(Br)cc43)c2=O)C(C)C1 (some centres undefined)
  -1	6	-3	7	11	5	-5	1	0
- COc1ccc(NC(=O)CCc2ccccc2)cc1NC(=O)c1ccco1
  4	5	4	3	6	8	2	-6	-3
- C/C(=N\Nc1cc(Cl)nc(C)n1)c1ccc(Cl)c(Cl)c1
  -4	5	-1	-1	-1	4	4	-4	-4
- Cn1ncc(C#N)c1NC(=O)C1CC(c2ccc(Cl)cc2)=NO1 (centres undefined)
  3	0	0	4	6	1	4	-1	-1
- O=C(CCC(=O)N1CCSc2ccccc21)NCc1cccc(Br)c1
  10	2	3	1	7	7	0	-3	0
- Cc1[nH]nc(-c2ccc(OCc3cnn(-c4ccccc4)c3)cc2O)c1Oc1ccc(F)cc1
  4	-1	-15	-2	-2	5	-6	-5	-23

An excerpt, so the mix of outcomes need not match the whole.
